Compound activity deposited in PubChem by Broad Institute.
PglD DTNB – C. jejuni PglD acetyltransferase inhibitors, primary screen, biochemical, DTNB colorimetric, single point | UDP-N-acetylbacillosamine N-acetyltransferase PglD (Campylobacter jejuni) | purified PglD enzyme, DTNB colorimetric CoA detection | inhibition, % at 12.5 µM | hit rate 0.098% among 360,000 | AID 602405, 2012; in the data active means inhibition above about 16%, passing the limit was not always enough; inconclusive means no clear call, values can overlap the other calls; further: strong numbers were not always called active
S100A4 inh HTS – inhibitors of S100A4-myosin IIA peptide binding, primary screen, biochemical, fluorescence polarization, TAMRA-MyoIIA peptide; Protein S100-A4 (Homo sapiens), P26447; inhibition, % at 10.7 µM; hit rate 0.14% among 360,000; AID 652163, 2013;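 active means mean inhibition of at least 70% across replicates, with every replicate also reaching that level; inconclusive means mean inhibition reaches 70% but some replicates fall short; inactive means mean inhibition below 70%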
Target sequence (P26447 whole entry, looked up): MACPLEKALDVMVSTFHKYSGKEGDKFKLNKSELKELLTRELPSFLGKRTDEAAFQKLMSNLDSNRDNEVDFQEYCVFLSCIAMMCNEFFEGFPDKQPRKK
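Compound dosing: one dose per compound; test system: human S100A4 monomer with TAMRA-labelled myosin IIA peptide; probe or stimulus: TAMRA-labelled myosin IIA heavy-chain peptide probe, 5 nM; medium: HEPES buffer with Ca2+, pH 7.2; schedule: 5 min incubation before reading; benchmarks: neutral control DMSO, positive control TFP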
ERp5 block – inhibitors of ERp5-driven insulin aggregation, primary screen, biochemical, turbidity, absorbance 650 nm, single point | Protein disulfide-isomerase A6 (Homo sapiens), Q15084 | 90 min | inhibition, % at 9.99 µM | hit rate 0.05% among 350,000 | AID 651711, 2012;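 active means mean replicate inhibition above about 25%, with every replicate also reaching it, limit read from the data, passing the limit was not always enough; inconclusive means only one of those two criteria met; inactive means neither criterion met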
Target sequence (Q15084 whole entry, looked up): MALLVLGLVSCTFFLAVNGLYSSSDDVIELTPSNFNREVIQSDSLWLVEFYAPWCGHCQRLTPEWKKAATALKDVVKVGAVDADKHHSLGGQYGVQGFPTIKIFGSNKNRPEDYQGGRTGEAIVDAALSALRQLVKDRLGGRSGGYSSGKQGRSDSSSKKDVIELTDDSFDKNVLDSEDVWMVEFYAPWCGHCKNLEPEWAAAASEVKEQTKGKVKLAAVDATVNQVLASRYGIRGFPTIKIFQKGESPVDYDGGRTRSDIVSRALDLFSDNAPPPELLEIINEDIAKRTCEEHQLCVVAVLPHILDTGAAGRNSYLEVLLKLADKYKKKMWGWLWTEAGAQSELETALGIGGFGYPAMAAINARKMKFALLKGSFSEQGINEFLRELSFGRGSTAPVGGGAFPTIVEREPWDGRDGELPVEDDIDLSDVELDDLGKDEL
Statin myotox sup – suppressors of statin myotoxicity in C2C12 myotubes, primary screen, cell-based, single point, plate reader; hit rate 0.78% among 330,000; C2C12 myotubes + simvastatin, ATP luminescence, 48 h; scaled: DMSO 0, geranylgeraniol control 100; rescue of ATP level, % at 7.49 µM;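 active means mean ATP rescue above about 67%, or every replicate alone reaching that limit, limit read from the data, passing the limit was not always enough; inconclusive means no clear call, values can overlap the other calls; inactive means mean under the limit and some replicate under it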;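 further: myotubes were challenged with 10 µM simvastatin during compound exposure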
DENV2 CPE – inhibitors of DENV2 cytopathic effect, primary screen, cell-based, plate reader, single concentration; DENV2-infected cells, cytopathic effect rescue; CPE inhibition, % at 9.99 µM; AID 651640, 2012; hit rate 1.7% among 350,000; in the data active means CPE inhibition above about 20%, passing the limit was not always enough; inconclusive means no clear call, values can overlap the other calls; tested in BHK-21 cells;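 further: 0% = median of neutral control wells and 100% = median of positive control wells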
E-selectin induc – E-selectin induction in HUVECs, primary screen, imaging, HUVEC, immunofluorescence imaging, single point; P16581; normalized: neutral wells 0, TNF-alpha wells 100; activation, % at 7.58 µM; hit rate 0.37% among 260,000;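 active means mean E-selectin-positive cell signal at least 10% of the positive control, reached in at least 60% of replicates, without over 20% cell loss; inconclusive means no rule given, readout overlaps actives, possibly toxicity-flagged; inactive means the rest, including those meeting only one limit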;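 further: in these data hits start at about 27%; measured in HUVEC primary endothelial cells; signal is the percent of cells scored E-selectin positive by PE staining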
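Material: HUVEC primary endothelial cells; Amount: 3,000 cells per well; Dosing: single concentration; Medium: EGM-2 growth medium on 0.1% gelatin-coated wells; Read-out basis: percent E-selectin-positive cells; Signal: immunofluorescence imaging; Control set: TNF-alpha, DMSO.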
SIRT5 inh – SIRT5 desuccinylase inhibitors, primary screen, biochemical, fluorescence imaging, single point, set 5 | hit rate 1.1% among 330,000 | NAD-dependent protein deacylase sirtuin-5, mitochondrial (Homo sapiens), Q9NXA8 | inhibition, % at 15 µM | Purified SirT5, succinyl-peptide AMC, trypsin-coupled fluorescence | AID 652115, 2013; in the data active means inhibition above about 15%; inconclusive means no clear call, values can overlap the other calls
Target sequence (Q9NXA8 whole entry, looked up): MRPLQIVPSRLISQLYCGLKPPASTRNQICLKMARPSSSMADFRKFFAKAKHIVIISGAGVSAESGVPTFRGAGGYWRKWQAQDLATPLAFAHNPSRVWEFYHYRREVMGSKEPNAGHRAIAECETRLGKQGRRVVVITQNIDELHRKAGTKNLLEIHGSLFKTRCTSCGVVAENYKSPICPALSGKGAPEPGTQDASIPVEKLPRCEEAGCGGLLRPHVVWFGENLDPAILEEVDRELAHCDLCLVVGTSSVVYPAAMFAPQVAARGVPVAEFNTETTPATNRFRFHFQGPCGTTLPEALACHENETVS
An asterisk follows results filed as active; ? = inconclusive; . = not tested or not shown; & = joins results of further samples. Not all compounds are listed; the hit share may differ from the screen's.

item	Molecule	SIRT5 inh	DENV2 CPE	S100A4 inh HTS	PglD DTNB	Statin myotox sup	E-selectin induc	ERp5 block
1	CC1CCN(S(=O)(=O)c2cccc(C(=O)NNC(=O)c3ccco3)c2)CC1	2	0	2	0	3	-0.3	-5
2	CSc1ccccc1NC(=S)NC1CCCCC1	-1	2	-1	0	-9	1.9	1
3	CCOC(=O)C1CCN(C(=O)CCNC(=O)Cn2cnc3ccccc3c2=O)CC1	-1	17	-19	2	8	3.2	3
4	CC(C)C(NC(=O)c1c(F)cccc1F)C(=O)N1CCN(c2ccccc2F)CC1 (configuration not stated)	-3	2	-2	-1	-3	1.3	1
5	CO[C@H]1CN(C)C(=O)c2cc(C#N)ccc2OCC[C@H]2CC[C@@H](OC)[C@H](CN(C)C(=O)[C@@H]1C)O2	-2	0	5	-6	-11	-0.2	-4
6	Cc1cc(-c2nnc(SCC(=O)Nc3nccs3)o2)no1	5	-2	-2	6	.	.	-1
7	CCC(=O)N1[C@H](CO)[C@H](c2ccc(C3=CCCCC3)cc2)[C@H]1CNCC1CCC1	-2	9	-18	.	.	0.3	1
8	Cc1cccn2c(=O)c3cc(S(=O)(=O)c4ccc(Br)cc4)c(=N)n(C4CCCCC4)c3nc12	-2	1	0	-1	56	-0.5	11
9	Cc1ccc(S(=O)(=O)N(C)C[C@@H]2Oc3ncc(/C=C/c4ccccc4)cc3C(=O)N([C@H](C)CO)C[C@@H]2C)cc1	0	23*	18	0	36	0.1	9
10	O=C(C1=C[C@H](c2csc3ccccc23)C[C@H](OCc2ccc(CO)cc2)O1)N1CCN(Cc2ccc3c(c2)OCO3)CC1	-5&-1	-2&-7	-4&33	0	45	1.0	-5&-6
11	O=S(=O)(c1cccs1)N1CCCCN2[C@H](C1)[C@@H](c1ccc(Br)cc1)[C@@H]2CO	2	-13	-1	1	-13	-0.3	-3
12	Cc1ccc(S(=O)(=O)NCCCN2CCCC2)cc1	1	-5	-1	5	-5	0.4	1
13	O=C(C[C@@H]1CC[C@@H]2[C@H](COC[C@@H](O)CN2C(=O)Nc2ccc(C(F)(F)F)cc2)O1)NC1Cc2ccccc2C1	3	0	8	3	-60	0.5	-3
14	C[C@@H]1CN([C@H](C)CO)C(=O)c2cccc(NC(=O)Nc3ccc(C(F)(F)F)cc3)c2O[C@@H]1CN(C)C(=O)Nc1ccc2c(c1)OCO2	.	41*	.	0	3	0.4	.
15	Cc1csc(=O)n1CCC(=O)OCC(=O)NCc1ccc(F)cc1	-8	-4	0	2	-6	.	3
16	C[C@@H]1CN([C@H](C)CO)C(=O)c2cc(NC(=O)C3CCCCC3)ccc2O[C@@H]1CN(C)CC1CCCCC1	4	23*	-5	0	-10	.	-3

Three compounds out of the list, ordered by count of non-hydrogen atoms, largest number first:
item	Molecule	SIRT5 inh	DENV2 CPE	S100A4 inh HTS	PglD DTNB	Statin myotox sup	E-selectin induc	ERp5 block
13	O=C(C[C@@H]1CC[C@@H]2[C@H](COC[C@@H](O)CN2C(=O)Nc2ccc(C(F)(F)F)cc2)O1)NC1Cc2ccccc2C1	3	0	8	3	-60	0.5	-3
16	C[C@@H]1CN([C@H](C)CO)C(=O)c2cc(NC(=O)C3CCCCC3)ccc2O[C@@H]1CN(C)CC1CCCCC1	4	23*	-5	0	-10	.	-3
12	Cc1ccc(S(=O)(=O)NCCCN2CCCC2)cc1	1	-5	-1	5	-5	0.4	1

(next part)
item	Molecule	SIRT5 inh	DENV2 CPE	S100A4 inh HTS	PglD DTNB	Statin myotox sup	E-selectin induc	ERp5 block
17	C[C@@H]1CN([C@@H](C)CO)S(=O)(=O)c2ccc(-c3ccncc3)cc2O[C@@H]1CN(C)C(=O)Nc1ccc(F)cc1	0	4	-3	0	.	0.1	2
18	O=C(NCC(=O)N1CCCC(C(F)(F)F)C1)c1ccc(Br)o1 (configuration not stated)	-3	1	6	.	-1	-0.1	-5
19	O=C(NCCCn1ccnc1)C(F)(F)C(F)(F)C(=O)NCCCn1ccnc1	.	.	.	2	4	0.4	.
20	COc1ccccc1NC(=O)Nc1ccncc1	-6	3	1	.	.	.	-1
21	CC=Cc1ccc2n(c1=O)C[C@H]1[C@H](CO)[C@@H](C(=O)N3CCCCC3)N(Cc3ccccc3)[C@@H]21 (mixture of isomers)	7	6	23	8	-3	-0.5	-1
22	CCC(=O)N1[C@H](C(=O)NC2CCCCC2)[C@@H](CO)[C@@H]2Cn3c(cccc3=O)[C@@H]21	-2	3	1	-1	-19	0.9	-5
23	CCC(C(=O)OCC(=O)N1C(C)CCCC1C)c1ccccc1 (configuration not stated)	-10	-3	4	3	7	-0.1	-1
24	O=C(C1CC1)N1CC(=O)N2[C@@H](CO)[C@H](c3ccc(-c4cccnc4)cc3)[C@@H]2C1	-4	16	-5	.	.	0.1	7
25	COCCN(Cc1cccs1)S(=O)(=O)c1ccc(-c2ccc(=O)[nH]n2)s1	-1	-1	3	2	10	.	0
26	Cn1cc(CN2CCCC(C(=O)Nc3cccc(-c4cc5ccccc5[nH]4)c3)C2)cn1 (configuration not stated)	-1	12	-8	1	-6	.	3
27	Cc1c(Cl)cccc1NC(=O)Nc1cc(C(C)(C)C)nn1C	2	-1	0	1	.	0.3	4
28	C[C@H](CO)N1C[C@H](C)[C@H](CN(C)C(=O)Nc2ccnc(N3CCOCC3)c2)OCc2ccccc2-c2c(n(C)c3ccccc23)C1=O	6	1	-6	.	.	2.6	-1
29	COc1ccccc1N1CCN(C(C)C(=O)Nc2ccc(S(=O)(=O)N3CCOCC3)cc2)CC1 (configuration not stated)	-13	.	4	.	.	10	1
30	CO[C@@H]1CN(C)C(=O)c2cc(NC(=O)c3ccno3)ccc2OC[C@H](C)NC[C@H]1C	1	-10	-57	.	.	0.7	-1
31	C[C@H]1CN([C@@H](C)CO)C(=O)c2cc(N(C)C)ccc2O[C@@H]1CN(C)S(=O)(=O)c1cn(C)cn1	-3	-8	11	1	-32	-2.9	2
32	COc1cc2cnc(CCO[C@H]3CCCCO3)cc2cc1OC	-1	.	-7	3	7	0.2	-4
33	O=S(=O)(NCC(c1cccnc1)N1CCN(Cc2ccccc2)CC1)c1ccccc1 (configuration not stated)	1	-5	7	-3	6	-0.1	-14
34	O=C(COC(=O)COc1ccc(Cl)cc1)NC1CCS(=O)(=O)C1 (configuration not stated)	1	-8	-1	0	-9	.	0
35	O=C(Cc1cccc(NC(=O)C2CCN(C(=O)C3CCCCC3)CC2)c1)Nc1cccc(C(=O)N2CCCCC2)c1	4	-3	11	1	2	0.8	1
36	Cc1ccc(S(=O)(=O)CCC(=O)OCc2ccccc2)cc1	-1	-8	-4	.	.	.	-4
37	CCN(C(=O)COC(=O)CCC(=O)c1cccs1)c1c(N)n(Cc2ccccc2)c(=O)[nH]c1=O	-1	7	-11	3	-4	-1.2	3
38	Cc1ccc(N(Cc2ccccc2O)C(=O)c2ccccc2F)cc1	-2	0	1	-1	9	.	-1
39	COc1cc(C(=O)Nc2nnc(C3=COCCO3)o2)cc(OC)c1OC	-3	-3	-3	3	.	-0.1	6
40	O=S(=O)(Nc1ccc(-c2nc3cccnc3s2)cc1)c1ccc(Cl)s1	-3	1	4	0	-10	0.0	5
41	CCOc1ccccc1N1CCN(S(=O)(=O)c2cccc3nsnc23)CC1	6	4	-1	-1	20	.	0
42	Cc1cc([N+](=O)[O-])c2ccccc2c1NS(=O)(=O)c1ccccc1	-3	-6	-3	-11	-4	-0.1	-7
43	COCCn1cnc2c1c(=O)n(CC(=O)NN)c(=O)n2Cc1ccccc1	-2	0	17	-2	10	.	-2
44	COC(=O)[C@]1(Sc2ccccc2)CC(=O)N[C@@H]1c1ccccc1	-5	-20	-6	.	.	-0.4	-4
45	O=C(C1=C[C@@H](c2ccc(C(F)(F)F)cc2)C[C@@H](OCCCCO)O1)N1CCN(Cc2ccc3c(c2)OCO3)CC1	-1	-3	7	-1&-3	-5	.	7
46	O=C(NCCn1ccc2ccccc21)C1CCCCC1	-3	-21	1	0	5	-2.0	1
47	COc1ccc(CCC(=O)N2c3ccccc3N=C(c3ccc4c(c3)OCO4)C2C(=O)NCc2ccccc2)cc1 (configuration not stated)	.	-6	1	.	.	0.2	-2
48	Cc1noc(C)c1S(=O)(=O)N(C)C[C@@H]1OCc2cnnn2CCCC(=O)N([C@@H](C)CO)C[C@@H]1C	-2&-9	?	-3&7	-2	11	8.4&0.2	-2&2
49	Oc1ccc(Br)cc1C=Nc1ccc2[nH]ncc2c1	-8	4	-3	0	5	.	-2
50	C/C(=N\NC(=O)c1ccccc1)c1cccc(Br)c1	2	3	4	.	.	.	-2
51	CCCS(=O)(=O)c1ncc(Cl)c(C(=O)Nc2ccc(S(=O)(=O)Nc3ncccn3)cc2)n1	0	17	-6	4	6	.	2
52	O=C(CS(=O)(=O)c1ccccc1)N(CCCN1CCOCC1)c1nc2c(F)cccc2s1	-2	-13	1	-1	-1	.	1
53	C[C@H]1CN([C@@H](C)CO)S(=O)(=O)c2ccc(C#Cc3cccc(F)c3)cc2O[C@@H]1CN(C)S(=O)(=O)c1cn(C)cn1	6	-1	4	0	31	0.2	2
54	COc1ccc(CNC(=O)CC23CC4CC(CC(C4)C2)C3)cc1	-2	-1	-4	-1	.	0.4	3
55	C/C=C/c1ccc2c(c1)O[C@H](CN(C)Cc1ccncc1)[C@@H](C)CN([C@@H](C)CO)S2(=O)=O	0	6	-3	-2	10	-0.2	6
56	Cc1noc(C)c1CSCC(=O)Nc1ccc(S(C)(=O)=O)cc1	-4	-4	-3	-2	-7	-0.7	-6
57	COc1ccc(Cl)cc1NS(=O)(=O)c1cccc(C(=O)NCC(C)(C)N2CCOCC2)c1	-2	2	-9	2	-10	.	1
58	CCOC(=O)c1c(C)[nH]c(C)c1C(=O)COC(=O)c1ccc([N+](=O)[O-])s1	-1	?	0	1	-2	-1.1	10
59	CSc1ccc(OC2CCCCC2NS(=O)(=O)c2ccccc2)cc1 (configuration not stated)	-1	5	2	.	.	.	-10
60	COc1ccc(-c2cc(C(F)(F)F)nc(SCC(=O)NCCCN3CCOCC3)n2)cc1	-7	-2	1	.	.	1.2	2
61	O=C(NCCc1ccccc1)C1CCC(CNc2nc(=S)[nH]c3ccccc23)CC1 (configuration not stated)	-1	4	-2	.	3	0.1	3
62	Cc1ccc(SCc2ccc(C(=O)N3CCCC3)cc2)cc1	-6	9	0	.	.	5.6	1
63	O=C(O)CC(NC(=O)c1cccc([N+](=O)[O-])c1)c1ccc2c(c1)OCO2 (configuration not stated)	-9	-5	3	.	.	.	-3
64	C[C@@H]1CN([C@@H](C)CO)C(=O)c2ccccc2-c2ccccc2CO[C@@H]1CN(C)Cc1ccccc1C(F)(F)F	12	-3	14	.	.	-0.1	-3
65	O=C(C[C@H]1CC[C@@H](NC(=O)Nc2cccc(F)c2)[C@@H](CO)O1)NCC1CCCCC1	0	0	-4	2	10	0.4	1
66	C[C@H](CO)N1C[C@H](C)[C@H](CN(C)Cc2ccc(Oc3ccccc3)cc2)Oc2ccc(NC(=O)c3ccncc3)cc2CC1=O	6	11	-18	0	-48	21	1
67	CCCCn1c(N)c(N(CC(C)C)C(=O)c2cc(Br)c(Br)s2)c(=O)[nH]c1=O	-1	.	1	-2	-15	4.6	-5
68	CC=Cc1ccc2n(c1=O)C[C@H]1[C@H](CO)[C@@H](C(=O)NCc3ccccc3)[C@@H]2N1C (mixture of isomers)	.	1	.	4	1	0.1	.
